Bioassay records as filed in PubChem.
EBNA-1 inhibitor: EBNA-1 DNA-binding inhibitors, primary screen, biochemical, fluorescence polarization; inhibition, % at 14.8 µM; AID 1950, 2009; 0.34% of 300,000 active; in the data active = inhibition above about 28%
GLD-1 TGE inh: GLD-1/TGE RNA complex disruptors, primary screen, biochemical, fluorescence polarization; Female germline-specific tumor suppressor gld-1 (Caenorhabditis elegans), Q17339; purified GLD-1 + fluorescein TGE RNA; inhibition, % at 5.96 µM; 0.44% of 320,000 active; AID 2280, 2010;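 active = percent inhibition above a per-plate cutoff, the plate mean of test compounds plus 3 SD, cut at about 30% in these data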;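 note: 0% = DMSO wells with GLD-1 and probe and 100% = wells lacking GLD-1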
Target sequence (Q17339 whole entry, looked up): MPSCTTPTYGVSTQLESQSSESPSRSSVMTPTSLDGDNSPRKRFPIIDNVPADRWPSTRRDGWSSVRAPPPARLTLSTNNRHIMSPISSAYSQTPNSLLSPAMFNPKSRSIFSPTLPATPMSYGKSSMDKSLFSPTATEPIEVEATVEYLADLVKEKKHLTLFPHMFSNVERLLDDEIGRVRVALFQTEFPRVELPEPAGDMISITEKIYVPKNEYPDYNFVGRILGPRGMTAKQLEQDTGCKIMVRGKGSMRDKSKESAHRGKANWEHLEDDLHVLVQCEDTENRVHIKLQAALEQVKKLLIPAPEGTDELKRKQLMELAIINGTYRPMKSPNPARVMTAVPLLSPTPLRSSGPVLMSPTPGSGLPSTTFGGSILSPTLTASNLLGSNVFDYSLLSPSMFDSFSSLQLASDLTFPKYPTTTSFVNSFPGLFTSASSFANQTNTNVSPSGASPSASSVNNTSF
CR mimetic SO: reduction of superoxide in aged yeast, primary screen, HTS; superoxide response (% of plate mean), % at 10 µM; S. cerevisiae aged cells, superoxide DHE fluorescence; stronger effect = lower value; 0.18% of 330,000 active; AID 2690, 2010;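 active = superoxide response under a set limit, about three screen SD below normal, cut at about 65% in these data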;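 note: yeast aged for seven days with compound at 30 °C before DHE staining; 100% = average MFI of all compound-treated wells on the plate with controls excluded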
MCL1-BIM inh: inhibitors of MCL1 binding to BIM-BH3, primary screen, biochemical, fluorescence polarization. Induced myeloid leukemia cell differentiation protein Mcl-1 (Homo sapiens), Q07820. GST-MCL1 / FITC-Bim-BH3 fluorescence polarization. inhibition, % at 10.9 µM. 0.68% of 320,000 active;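 active = inhibition above the mean inhibition of all tested compounds plus 3 SD, set per campaign, cut at about 40% in these data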;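 note: 0% = DMSO wells and 100% = unlabeled Bim-BH3 peptide control; higher means more loss of mP so more displacement of Bim peptide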
Target sequence (Q07820 whole entry, looked up): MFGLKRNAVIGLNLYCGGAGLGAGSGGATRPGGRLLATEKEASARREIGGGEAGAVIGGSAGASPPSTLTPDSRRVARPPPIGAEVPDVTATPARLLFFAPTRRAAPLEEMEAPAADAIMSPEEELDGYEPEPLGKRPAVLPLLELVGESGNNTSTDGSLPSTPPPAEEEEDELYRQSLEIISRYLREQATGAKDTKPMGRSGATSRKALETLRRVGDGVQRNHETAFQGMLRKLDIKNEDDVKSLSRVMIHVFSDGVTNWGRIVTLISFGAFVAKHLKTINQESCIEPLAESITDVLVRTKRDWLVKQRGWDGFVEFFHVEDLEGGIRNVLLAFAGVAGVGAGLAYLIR
ZTA DNA inh: ZTA (EBV) inhibition in EBNA-1 counter-screen | inhibition, % at 11 µM | ZTA-DNA binding, fluorescence polarization | AID 2234 | 0.15% of 320,000 active | P03206; in the data active = inhibition above about 33%
Bcl-xL primary: inhibitors of human Bcl-xL, primary screen, biochemical, fluorescence polarization, HTS | Bcl-2-like protein 1 (Homo sapiens), Q07817 | GST-Bcl-xL / FITC-Bim BH3 peptide fluorescence polarization | inhibition, % at 10.9 µM | 0.7% of 320,000 active | AID 2129, 2009;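 active = inhibition above the mean of all tested compounds plus 3 SD, cutoff set per campaign, cut at about 30% in these data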;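 note: 0% = DMSO wells and 100% = unlabeled Bim-BH3 peptide competitor; inhibitors lower millipolarization by displacing the labeled peptide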
Target sequence (Q07817 whole entry, looked up): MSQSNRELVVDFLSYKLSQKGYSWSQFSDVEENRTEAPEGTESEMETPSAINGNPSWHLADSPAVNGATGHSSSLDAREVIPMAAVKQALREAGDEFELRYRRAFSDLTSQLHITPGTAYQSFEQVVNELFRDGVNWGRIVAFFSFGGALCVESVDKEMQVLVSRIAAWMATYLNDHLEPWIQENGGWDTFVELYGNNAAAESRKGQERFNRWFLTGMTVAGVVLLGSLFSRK
MEX-5 binding: MEX-5 zinc finger RNA-binding disruptors – biochemical, C. elegans, fluorescence polarization, MLPCN library, primary screen; MEX-5/FITC-TCR2 RNA binding; stronger effect = lower value; activity score (negative = inhibition of binding), % at 10 µM; 0.38% of 300,000 active; AID 1832, 2009;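 active = inhibition past about -25% in most replicates, and total fluorescence under double the plate's negative control median, limit read from the data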;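 note: 0% = DMSO and -100% = 5 µM competing unlabeled TCR2 RNA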
Fam108B counter: mouse Fam108B serine hydrolase inhibitors, primary screen, counter-screen for RBBP9 inhibitor project, biochemical, fluorescence polarization | recombinant Fam108B, FP-Rh probe fluorescence polarization | inhibition, % at 9.51 µM | 0.33% of 300,000 active | AID 1947, 2009;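 active = inhibition above the screen mean inhibition plus 3 SD, computed separately per campaign, cut at about 18% in these data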;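 note: inhibitors lower polarization as less probe binds the enzyme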
Efflux pump inh: inhibitors of Candida efflux pumps in yeast, primary screen, S. cerevisiae, Nile Red, multiplex; S. cerevisiae Candida pump triplex; inhibition, % at 10 µM; 0.44% of 330,000 active;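 active = plate passing quality check with inhibition over a set limit, or well fluorescence over plate mean plus 4 SD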;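 note: Nile Red retained in pooled yeast measured as flow cytometry median fluorescence; 0% = buffer negative control and 100% = Enniatin B positive control; higher means more Nile Red kept so more efflux inhibition; some compounds called inactive have numbers as strong as hits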
Active calls of the source: *.

`COc1ccc(C(C#N)N2CCCCC2)cc1OC` (centres undefined) gave EBNA-1 inhibitor -9, GLD-1 TGE inh 2, CR mimetic SO 96, MCL1-BIM inh 1, ZTA DNA inh -7, Bcl-xL primary 0, MEX-5 binding 1.8, Fam108B counter 1 and Efflux pump inh 0.1.
For Cc1ccc2nc(SCC(=O)Nc3nonc3N)[nH]c2c1 the results were EBNA-1 inhibitor -5, GLD-1 TGE inh -1, CR mimetic SO 104, MCL1-BIM inh 2, ZTA DNA inh 10, Bcl-xL primary -6, MEX-5 binding 2.0, Fam108B counter -2 and Efflux pump inh -0.1.
Screening CCN(CC(=O)NCc1ccc(Cl)cc1)C(=O)C1CCN(S(=O)(=O)c2ccc(OC)c(OC)c2)CC1 returned EBNA-1 inhibitor -6, GLD-1 TGE inh 2, CR mimetic SO 97, MCL1-BIM inh 3, ZTA DNA inh 0, Bcl-xL primary 1, MEX-5 binding 1.6, Fam108B counter -1 and Efflux pump inh 0.1.
`O=[N+]([O-])c1ccccc1Oc1ccc(C(F)(F)F)cn1` gave EBNA-1 inhibitor -2, GLD-1 TGE inh 6, CR mimetic SO 92, MCL1-BIM inh -8, ZTA DNA inh -6, Bcl-xL primary 4, MEX-5 binding 0.6, Fam108B counter 1 and Efflux pump inh 0.0.
For CCOC(=O)c1ccc(NC(c2ccc(N(C)C)cc2)P(=O)(OC(C)C)OC(C)C)cc1 (centres undefined) the results were EBNA-1 inhibitor -4, GLD-1 TGE inh -2, CR mimetic SO 94, MCL1-BIM inh 5, ZTA DNA inh -3, Bcl-xL primary 6, MEX-5 binding 2.3, Fam108B counter 1 and Efflux pump inh 0.0.
For Cc1ccc(C2NS(=O)(=O)N=C2N)cc1 (centres undefined) the results were EBNA-1 inhibitor -2, GLD-1 TGE inh 1, CR mimetic SO 101, MCL1-BIM inh 8, ZTA DNA inh -4, Bcl-xL primary 2, MEX-5 binding 1.9, Fam108B counter 1 and Efflux pump inh -0.1.
O=C(Nc1cc(S(=O)(=O)N2CCCCC2)ccc1Oc1ccccc1)C1=COCCO1 was read as EBNA-1 inhibitor 5, GLD-1 TGE inh 3, CR mimetic SO 96, MCL1-BIM inh -5, ZTA DNA inh 9, Bcl-xL primary 2, MEX-5 binding -0.1, Fam108B counter -1 and Efflux pump inh 0.1.
O=C(Nc1ccccc1)N1CCN(Cc2ccccc2)CC1 was read as EBNA-1 inhibitor -1, GLD-1 TGE inh 11, CR mimetic SO 102, MCL1-BIM inh 0, ZTA DNA inh 0, Bcl-xL primary 4, MEX-5 binding -3.5, Fam108B counter 2 and Efflux pump inh 0.0.
CO/N=C/c1ccc(N2CCN(C(=O)c3cccc(C(F)(F)F)c3)CC2)c([N+](=O)[O-])c1 was read as EBNA-1 inhibitor -2, GLD-1 TGE inh 1, CR mimetic SO 98, MCL1-BIM inh 2, ZTA DNA inh 7, Bcl-xL primary -3, MEX-5 binding 2.8, Fam108B counter -3 and Efflux pump inh 0.1.
For Nc1c(N(CCC2=CCCCC2)C(=O)Cc2ccc(F)cc2)c(=O)[nH]c(=O)n1Cc1ccccc1 the results were EBNA-1 inhibitor 0, GLD-1 TGE inh 3, CR mimetic SO 95, MCL1-BIM inh -6, ZTA DNA inh -7, Bcl-xL primary -4, MEX-5 binding 0.6, Fam108B counter -4 and Efflux pump inh -0.1.
COc1ccc(C2=NN(C(=O)c3ccc(Cl)c([N+](=O)[O-])c3)C(c3ccccc3)C2)cc1 (centres undefined) was read as EBNA-1 inhibitor 8, GLD-1 TGE inh 9, CR mimetic SO 95, MCL1-BIM inh -8, ZTA DNA inh 23, Bcl-xL primary -5, MEX-5 binding 2.3, Fam108B counter -1 and Efflux pump inh 0.1.
CN(c1nnc(N)s1)C1CCCCC1 was read as EBNA-1 inhibitor 4, GLD-1 TGE inh 5, CR mimetic SO 101, MCL1-BIM inh 1, ZTA DNA inh 11, Bcl-xL primary 1, MEX-5 binding -1.6, Fam108B counter 2 and Efflux pump inh 0.3.
`O=C(CCCCCCCCN1C(=O)c2ccccc2C1=O)N1CCOCC1` gave EBNA-1 inhibitor -12, GLD-1 TGE inh 1, CR mimetic SO 94, MCL1-BIM inh 4, ZTA DNA inh -14, Bcl-xL primary 7, MEX-5 binding 2.6, Fam108B counter -1 and Efflux pump inh 0.2.
CC1CCN(CC(O)COCCOc2ccc(Br)cc2)CC1 (centres undefined) was read as EBNA-1 inhibitor 0, GLD-1 TGE inh 0, CR mimetic SO 97, MCL1-BIM inh -1, ZTA DNA inh -2, Bcl-xL primary 4, MEX-5 binding 0.9, Fam108B counter 3 and Efflux pump inh 0.2.
Screening Cn1c(N)c(Br)c(-c2ccc(F)cc2)c(C#N)c1=O returned EBNA-1 inhibitor -9, GLD-1 TGE inh 8, CR mimetic SO 103, MCL1-BIM inh 3, ZTA DNA inh -9, Bcl-xL primary 4, MEX-5 binding -1.2, Fam108B counter -3 and Efflux pump inh 0.0.
For CC(C)(C)OC(=O)NCc1ccc(CNC(=O)c2nc[nH]c2C(=O)NCc2ccccc2)cc1 the results were GLD-1 TGE inh 5, CR mimetic SO 120, MCL1-BIM inh 11, ZTA DNA inh 0, Bcl-xL primary 2 and Efflux pump inh 0.0.
Screening CC/C(C)=N/N1C(=O)c2ccccc2NC1(C)CC (centres undefined) returned EBNA-1 inhibitor 11, GLD-1 TGE inh -2, CR mimetic SO 92, MCL1-BIM inh 8, ZTA DNA inh -11, Bcl-xL primary 4, MEX-5 binding 0.5, Fam108B counter -2 and Efflux pump inh 0.0.
`COCc1c(C(=O)NC(C)c2ccc(S(N)(=O)=O)cc2)oc2ccccc12` (centres undefined) gave EBNA-1 inhibitor -7, GLD-1 TGE inh 1, CR mimetic SO 97, MCL1-BIM inh 1, ZTA DNA inh -10, Bcl-xL primary 3, MEX-5 binding 0.1, Fam108B counter -3 and Efflux pump inh 0.0.
COc1ccc(OC)c(/C=C/C(=O)N(C)CC(=O)Nc2ccc(C)cc2)c1 was read as EBNA-1 inhibitor 1, GLD-1 TGE inh -6, CR mimetic SO 92, MCL1-BIM inh -5, ZTA DNA inh 1, Bcl-xL primary 4, MEX-5 binding 1.9, Fam108B counter 5 and Efflux pump inh 0.2.
`COc1ccc(C(=O)Nc2ccc(Cc3ccncc3)cc2)cc1Br` gave EBNA-1 inhibitor 1, GLD-1 TGE inh 2, CR mimetic SO 107, MCL1-BIM inh 1, ZTA DNA inh -7, Bcl-xL primary 3, MEX-5 binding -3.2, Fam108B counter -4 and Efflux pump inh -0.1.
CCCCn1c(N)c(N(CCC(C)C)C(=O)c2cccc(N3C(=O)c4ccccc4C3=O)c2)c(=O)[nH]c1=O was read as EBNA-1 inhibitor -2, GLD-1 TGE inh 0, CR mimetic SO 103, MCL1-BIM inh -12, ZTA DNA inh 9, Bcl-xL primary -8, MEX-5 binding 3.1, Fam108B counter 4 and Efflux pump inh 0.0.
Screening Cc1cc(C(=O)OCC(=O)Nc2nccs2)c2ccccc2n1 returned EBNA-1 inhibitor -14, GLD-1 TGE inh 2, CR mimetic SO 116, MCL1-BIM inh -4, ZTA DNA inh -8, Bcl-xL primary -8, MEX-5 binding 1.7, Fam108B counter -1 and Efflux pump inh -0.1.
`COc1cc(C(=O)OCC(=O)N2CCN(C(C)=O)CC2)ccc1OCC(C)C` gave EBNA-1 inhibitor 3, GLD-1 TGE inh 1, CR mimetic SO 94, MCL1-BIM inh -4, ZTA DNA inh 7, Bcl-xL primary -3, MEX-5 binding -3.1, Fam108B counter -1 and Efflux pump inh -0.1.
Cc1csc(NC(=O)c2cc[n+]([O-])cc2)n1 was read as EBNA-1 inhibitor 14, GLD-1 TGE inh 0, CR mimetic SO 88, MCL1-BIM inh -4, ZTA DNA inh 6, Bcl-xL primary -6, MEX-5 binding 0.0, Fam108B counter 9 and Efflux pump inh 0.0.
`COc1ccc2c(c1)C(=O)N(CCc1ccc(S(=O)(=O)NC(=O)NC3CCCCC3)cc1)C(=O)C2(C)C` gave EBNA-1 inhibitor 6, GLD-1 TGE inh 6, CR mimetic SO 102, MCL1-BIM inh 8, ZTA DNA inh 11, Bcl-xL primary 9, MEX-5 binding 0.0, Fam108B counter 0 and Efflux pump inh -0.1.
For COc1ccc(OC)c(NC(=O)CCN2CC(C)CC(C)C2)c1 (centres undefined) the results were EBNA-1 inhibitor -10, GLD-1 TGE inh -1, CR mimetic SO 96, MCL1-BIM inh -3, ZTA DNA inh -6, Bcl-xL primary -1, MEX-5 binding -1.8, Fam108B counter 4 and Efflux pump inh 0.4.
CCCC[n+]1c2ccccc2cc2ccccc21 was read as EBNA-1 inhibitor -21, GLD-1 TGE inh 20, CR mimetic SO 111, MCL1-BIM inh 15, ZTA DNA inh -2, Bcl-xL primary 25, MEX-5 binding -20, Fam108B counter 10 and Efflux pump inh 0.4.
For COC(=O)C1=C(C(=O)OC)[C@@H]2N(Cc3ccccc3)c3ccccc3[C@@]23C[C@@H](C(=O)OC)N(C(=O)NC2CCCCC2)C3=N1 the results were EBNA-1 inhibitor -3, GLD-1 TGE inh -7, CR mimetic SO 98, MCL1-BIM inh 9, ZTA DNA inh 1, Bcl-xL primary 3, MEX-5 binding 2.7, Fam108B counter 0 and Efflux pump inh -0.1.
`CCSCCOC(=O)C1=C(C)N(C)C(=O)NC1c1cc(OC)ccc1OC` (centres undefined) gave EBNA-1 inhibitor -2, GLD-1 TGE inh 1, CR mimetic SO 96, MCL1-BIM inh 5, ZTA DNA inh -3, Bcl-xL primary 4, MEX-5 binding 0.7, Fam108B counter 0 and Efflux pump inh 0.2.
CCOc1ccc(S(=O)(=O)Nc2ccccc2C(=O)Nc2ccccc2N2CCOCC2)cc1 was read as EBNA-1 inhibitor -5, GLD-1 TGE inh 1, CR mimetic SO 119, MCL1-BIM inh 4, ZTA DNA inh 0, Bcl-xL primary 1, MEX-5 binding -0.5, Fam108B counter 1 and Efflux pump inh 0.0.
CCOC(=O)C1(Cc2ccccc2)CCN(Cc2cc(OC)c3c(c2)OCO3)CC1 was read as EBNA-1 inhibitor -3, GLD-1 TGE inh 5, CR mimetic SO 78, MCL1-BIM inh 7, ZTA DNA inh -3, Bcl-xL primary 7, MEX-5 binding -1.1, Fam108B counter 0 and Efflux pump inh -0.2.

For convenience, part of the list above.
`CCSCCOC(=O)C1=C(C)N(C)C(=O)NC1c1cc(OC)ccc1OC` (centres undefined) gave EBNA-1 inhibitor -2, GLD-1 TGE inh 1, CR mimetic SO 96, MCL1-BIM inh 5, ZTA DNA inh -3, Bcl-xL primary 4, MEX-5 binding 0.7, Fam108B counter 0 and Efflux pump inh 0.2.
CCOc1ccc(S(=O)(=O)Nc2ccccc2C(=O)Nc2ccccc2N2CCOCC2)cc1 was read as EBNA-1 inhibitor -5, GLD-1 TGE inh 1, CR mimetic SO 119, MCL1-BIM inh 4, ZTA DNA inh 0, Bcl-xL primary 1, MEX-5 binding -0.5, Fam108B counter 1 and Efflux pump inh 0.0.
CCOC(=O)C1(Cc2ccccc2)CCN(Cc2cc(OC)c3c(c2)OCO3)CC1 was read as EBNA-1 inhibitor -3, GLD-1 TGE inh 5, CR mimetic SO 78, MCL1-BIM inh 7, ZTA DNA inh -3, Bcl-xL primary 7, MEX-5 binding -1.1, Fam108B counter 0 and Efflux pump inh -0.2.
